PDI turbidity: inhibitors of human PDI, primary screen, biochemical, turbidity, single point, plate reader | AID 588391, 2011 | 350,000 compounds, 0.052% hits | PDI insulin aggregation turbidity, A650, 90 min | inhibition, % at 10 µM | Protein disulfide-isomerase (Homo sapiens), P07237;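 active means mean inhibition across replicates of 30% or more, whatever share of single replicates reach that level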;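 further: absorbance from insulin aggregation driven by PDI reduction with DTT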
Target sequence (P07237 whole entry, looked up): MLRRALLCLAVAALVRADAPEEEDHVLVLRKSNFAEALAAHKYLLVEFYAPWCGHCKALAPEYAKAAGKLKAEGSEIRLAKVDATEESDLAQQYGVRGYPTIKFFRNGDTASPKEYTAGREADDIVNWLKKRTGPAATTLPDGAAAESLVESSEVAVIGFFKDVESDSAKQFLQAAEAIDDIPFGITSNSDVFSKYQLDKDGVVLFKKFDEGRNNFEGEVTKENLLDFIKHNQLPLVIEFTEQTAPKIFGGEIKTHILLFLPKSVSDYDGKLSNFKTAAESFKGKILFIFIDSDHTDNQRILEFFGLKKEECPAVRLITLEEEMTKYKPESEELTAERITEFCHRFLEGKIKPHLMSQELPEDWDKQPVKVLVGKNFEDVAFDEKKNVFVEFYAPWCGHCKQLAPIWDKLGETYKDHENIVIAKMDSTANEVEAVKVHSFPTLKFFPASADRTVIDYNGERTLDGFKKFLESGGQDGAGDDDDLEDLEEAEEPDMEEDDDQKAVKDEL
TRPM1 prom inh: inhibitors of MITF-dependent TRPM1 promoter reporter, primary screen, cell-based, SK-MEL-5, single point, luciferase. AID 488899, 2010. 330,000 compounds, 0.83% hits. inhibition, % at 12.5 µM. SK-MEL-5 TRPM1 promoter luciferase, 24 h;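 active means mean inhibition across replicates of 60% or more, whatever share of single replicates reaches that level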; further: values of inactives mirror those of a sister screen read the other way
CF NFkB inh: inhibitors of PAF-induced NF-kB signaling, primary screen, cell-based, GFP fluorescence, uHTS; KKLEB NF-kB-GFP reporter, GFP fluorescence overnight; inhibition, % at 5 µM; 360,000 compounds, 0.86% hits; AID 588850, 2011;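 active means at least 50% inhibition at 5 µM, scaled per plate between neutral and stimulator controls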;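 further: PAF is a Pseudomonas aeruginosa culture filtrate used as stimulus; plate controls were PAF-stimulated DMSO wells for no effect and unstimulated DMSO wells for full effect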
NR2E3 ag-1: inhibitors of NR2E3-RetCOR corepressor binding, primary screen, NR2E3 agonist project, biochemical, TR-FRET, GST-NR2E3, biotin-RetCOR; 320,000 compounds, 0.12% hits; 1536-well; inhibition of corepressor binding, % at 4.78 µM; AID 2300, 2010;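 active means percent inhibition above the cutoff of mean plus 3 SD of all tested compounds, set per screening campaign, cut at about 20% in these data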;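 further: 0% = DMSO wells and 100% = biotin wells as full block of FRET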
Target sequence (Q9Y5X4 whole entry, looked up): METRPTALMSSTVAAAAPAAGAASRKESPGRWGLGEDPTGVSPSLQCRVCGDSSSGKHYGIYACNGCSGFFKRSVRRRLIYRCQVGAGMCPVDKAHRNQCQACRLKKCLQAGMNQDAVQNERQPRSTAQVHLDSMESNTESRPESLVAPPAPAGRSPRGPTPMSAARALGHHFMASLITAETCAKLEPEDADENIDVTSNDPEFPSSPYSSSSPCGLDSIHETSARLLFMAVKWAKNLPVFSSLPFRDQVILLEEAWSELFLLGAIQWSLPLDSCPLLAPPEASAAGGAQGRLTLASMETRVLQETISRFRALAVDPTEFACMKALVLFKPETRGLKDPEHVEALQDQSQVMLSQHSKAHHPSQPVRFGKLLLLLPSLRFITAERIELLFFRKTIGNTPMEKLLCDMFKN
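Material – GST-tagged NR2E3 plus biotinylated RetCOR corepressor · Quantity – NR2E3 fusion 1.35 nM · Times – 5 h incubation at 4 °C · Medium – pH 7.5 Tris-based buffer · Technique – TR-FRET, Eu(K)-anti-GST donor, streptavidin-D2 acceptor, ex 340, em 617/671 nm · Benchmarks – high control biotin, low control 0.6% DMSO · Format – 1536-well plates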
HIF-2a inh: HIF-2a reporter inhibitors, primary screen, luminescence, 786-0 RCC cells | AID 624352, 2012 | inhibition, % at 18.8 µM | 360,000 compounds, 0.72% hits | 786-0 RCC cells HIF-2a reporter, luciferase luminescence, overnight;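 active means inhibition of the luminescence signal of 40% or more relative to plate controls, in a single-dose primary screen at 18.75 µM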
CaV13 ICDI inh: Primary screen for inhibitors of IQ motif and Ca2+-dependent inactivation inhibitor domain binding in CACNA1D, Förster resonance energy transfer in living cells, …; inhibition, % at 12.3 µM; HEK cells, CFP/YFP FRET ICDI-IQ, plate reader, 10 min; percent FRET-ratio fall versus neutral wells; 340,000 compounds, 0.098% hits;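 active means mean replicate inhibition of at least 30% and at least 1% of replicates passing that level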;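 further: 0% = median of the neutral control wells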
Vif inh: HIV Vif self-association inhibitors, primary screen, imaging, HEK293T, single point | HEK293T cells, Vif self-association by quenched fluorescence, 24 h | inhibition, % at 7.49 µM | 340,000 compounds, 0.35% hits | AID 602346, 2012; in the data active means inhibition above about 50%, passing the limit was not always enough; further: some results filed as inactive read as strong as hits
Shn3 3UTR inh: reduction of Shn3 3'UTR firefly luciferase signal, primary screen, Schnurri-3 inhibitor project, cell-based, Clone20 osteoblasts, set 2; inhibition, % at 12.5 µM; Clone20 osteoblast Shn3 3'UTR firefly luciferase, 24 h; 360,000 compounds, 0.52% hits;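 active means mean inhibition of at least 75% with every replicate also reaching 75%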;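 further: 0% = median of neutral control wells and 100% = pilot-screen positive control compound; some compounds past the cut are filed as inactive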
NR2E3 ag-2: NR2E3 agonists in two-hybrid cells, primary screen, cell-based, luminescence, CHO-S, Gal4-NCOR/VP16-NR2E3; luciferase; Photoreceptor-specific nuclear receptor (Homo sapiens), Q9Y5X4; inhibition of corepressor binding, % at 3.98 µM; AID 602229, 2012; 360,000 compounds, 0.35% hits;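 active means inhibition above the mean of all tested compounds plus 3 SD, cut at about 70% in these data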;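 further: 0% = DMSO with NR2E3 transfected cells and 100% = cells lacking NR2E3 construct; higher means lower luciferase signal from less NR2E3 corepressor binding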
Peg3 promoter: Peg3 promoter-driven luciferase inhibitors, primary screen, cell-based, HeLa, luciferase luminescence | HeLa PEG-Prom luciferase reporter, overnight | inhibition, % at 20 µM | 360,000 compounds, 1.7% hits | AID 588405, 2011;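 active means inhibition of at least 50% at 20 µM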
KKLEB cytotox: cytotoxicity in KKLEB CF airway cells, primary screen, cytotoxicity control for CF NF-kB inhibitor project, cell-based, uHTS, fluorescence assay plates. 360,000 compounds, 0.36% hits. activity change (cytotoxicity), % at 5 µM. AID 602141, 2011. KKLEB CF airway cells viability, ATPlite luminescence, overnight; stronger effect = lower value; cells stimulated with P. aeruginosa culture filtrate;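 active means corrected activity change at or below -50% at 5 µM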
Starred values were filed as active, the others as inactive; / = no result given. Rows were taken by chance; any-hit rate near 3.3%.

SMILES	PDI turbidity	TRPM1 prom inh	CF NFkB inh	NR2E3 ag-1	HIF-2a inh	CaV13 ICDI inh	Vif inh	Shn3 3UTR inh	NR2E3 ag-2	Peg3 promoter	KKLEB cytotox
Nc1nc(-c2ccccc2)cs1	-4.4	-38.9	13.3	-0.2	-167.7	/	-0.6	-23.2	-46.0	-119.6	11.3
OCC[C@@H]1C[C@@H](O)[C@H](O)[C@]2(OCCCc3ccccc32)O1	5.0	2.1	-3.2	3.4	0.9	-4.7	-5.0	-2.3	-3.6	-5.4	1.7
Cc1ccccc1NC(=O)NCC1CCN(Cc2cccc(Cl)c2)CC1	-0.9	-13.2	3.3	4.3	18.7	-19.5	/	1.2	13.5	3.4	-8.0
COc1ccccc1CNS(=O)(=O)c1cc(C(=O)N(C)Cc2cccnc2)c(Cl)cc1Cl	-13.3	/	-5.3	/	11.2	-6.1	-1.0	13.6	8.3	-13.0	5.2
CCOc1ccccc1N(CC(=O)NC1CCCCC1)C(=O)c1nsc(Cl)c1Cl	-5.3	8.8	-6.2	0.2	24.0	-3.0	-16.0	6.2	1.4	36.0	-7.2
COC(=O)Cn1c(=NC(=O)C(C)C)sc2c(C)cc(C)cc21	/	/	-7.6	2.1	0.6	-3.4	-6.2	1.3	-28.5	3.5	4.3
CCOCCCN(C)C1CCN(C(=O)c2oc3ccccc3c2NC(=O)Cc2ccc([N+](=O)[O-])cc2)CC1	-1.6	-8.4	-0.7	-0.6	15.3	-6.6	1.4	-4.4	-0.1	-27.7	8.3
O=C(CCc1ccccn1)N1CCCC(N2CCN(c3cccc(C(F)(F)F)c3)CC2)C1 (configuration not stated)	-4.7	4.3	19.0	-1.5	1.6	-1.8	4.6	-9.5	-27.6	9.6	-14.6
COc1ccc(CCNC(=O)c2ccc(CS(=O)(=O)c3ccc(Cl)cc3)o2)cc1OC	-2.9	22.7	5.0	-2.1	1.7	-2.6	-20.9	10.5	20.9	26.0	6.7
Cc1ccc2c(c1)C1CN(C)CCC1N2CC(=O)N(C)c1ccccc1 (configuration not stated)	-1.9	8.6	17.1	-1.6	12.4	-9.0	-2.9	2.2	5.3	6.8	-14.5
COc1ccc(NC(=S)N2CCN(C/C=C/c3ccccc3)CC2)cc1	-2.9	20.6	-2.8	0.4	17.0	-4.8	-9.8	38.2	10.0	16.6	8.4
Cc1[nH]c2ccccc2c1SCC(=O)N1CCCCC1	-0.6	7.3	9.9	4.4	2.9	-3.3	-1.2	-0.2	-15.7	-8.3	-3.4
COc1cc(C(C)=O)ccc1OCC(=O)NCc1ccccc1CN1CCCC1	-3.2	/	6.7	/	7.4	-5.4	0.4	17.4	1.1	-1.8	0.7
Cc1cc(C)n(/N=C/c2c[nH]c3ccccc23)c(=O)c1C#N	2.8	5.6	27.2	1.9	-2.1	-8.0	1.2	-0.5	7.2	-9.1	-7.9
O=C(NCc1ccccn1)Nc1ccccc1C(F)(F)F	0.3	-2.1	18.8	2.5	5.5	/	-6.2	-8.2	-7.7	10.0	5.6
COc1ccc2[nH]c(C)c(C(=O)CN3CCN(C/C=C/c4ccccc4)CC3)c2c1	1.1	9.4	-1.6	-0.5	10.0	-4.4	2.8	-2.9	-8.6	-7.8	-6.9
COc1ccc(Cl)cc1NC(=S)N1CCCC1	-2.2	13.8	9.8	3.4	4.4	-21.7	15.7	-11.9	-12.8	6.1	5.1
CCn1nc(C)cc1C(=O)N1CCCC(C(=O)c2ccccc2SC)C1 (configuration not stated)	7.0	4.7	1.8	-1.2	8.2	-7.0	-6.9	42.0	-21.7	-0.3	11.1
O=C(COC(=O)c1cccs1)c1ccccc1	-8.9	-34.1	17.0	4.3	-156.6	-4.4	3.8	-91.5	-126.5	-290.4	-9.0
CCNC(=O)C1(C)CCCN(CCOc2ccc(OC)cc2)C1 (configuration not stated)	3.9	/	4.6	/	7.0	-7.4	/	-10.0	-37.1	4.3	-0.7
COc1ccc(OC)c(NS(=O)(=O)c2ccc(-c3coc(C)n3)cc2)c1	-2.1	6.8	-26.4	0.5	13.2	/	-1.5	10.0	0.4	14.5	14.9
Cc1ccccc1C(=O)NCCCn1ccnc1	8.2	-2.6	-3.3	-1.7	21.4	-16.6	-0.2	8.5	-1.6	10.7	0.3
CCN1CCN(CCNC(=O)Nc2ccc([N+](=O)[O-])cc2)CC1	-1.4	10.5	-5.4	3.0	13.3	-15.5	0.3	1.2	0.1	4.0	-6.4
CC(C)Nc1nc(-c2ccccc2)nnc1-c1ccccc1	2.2	15.8	16.7	3.2	15.1	5.1	-1.7	-30.9	-6.9	38.2	-6.4
COc1cccc(-c2ncc3ccccc3c2COC(=O)c2ccccc2C(=O)O)c1	-2.1	3.2	1.0	-1.0	-6.7	-9.3	/	-6.9	5.2	5.1	-2.4
COc1ccccc1OCCn1nnc2ccccc21	10.9	-47.6	-9.8	5.7	-160.6	-18.1	-5.5	-35.5	-42.2	-155.6	0.7
CCN(CC)C(=O)COc1ccc(/C(C)=N/NC(=O)c2ccccc2-n2cccc2)cc1	-3.5	-3.3	4.7	0.2	10.3	/	11.8	-2.5	-22.2	10.7	-2.7
C=CCNc1c2c(nc3ncnn13)CC(C)CC2 (configuration not stated)	-1.6	12.7	12.8	0.0	25.4	-6.3	1.5	9.7	-1.5	17.6	3.0
O=C(CCN1C(=O)/C(=C/c2ccccc2)SC1=S)N1CCCCCC1	-3.8	24.6	30.8	3.0	66.6*	-5.0	-10.9	-9.4	-1.7	105.4*	-5.1
COCCN(C(=O)CSc1nc2ccc(OC)cc2[nH]1)c1c(N)n(Cc2ccccc2)c(=O)[nH]c1=O	-2.3	-0.2	-16.4	-0.6	-0.6	/	8.1	-0.4	0.0	6.5	4.6
CCOC(=O)c1sc(=NC(=O)c2ccccc2Br)n(C)c1C	-7.8	-78.0	-12.1	3.0	-206.8	-15.4	-2.7	-105.5	-158.8	-364.8	-2.3
COC(=O)/C=C1\SC(=NC(=O)c2ccc(C)cc2)NC1=O	-6.0	-8.1	-5.2	-1.9	-20.2	-6.7	-1.6	-9.2	5.5	-9.3	-4.5
CC1CCN(S(=O)(=O)c2ccc3c(c2)oc(=O)n3C)CC1	-8.4	7.9	1.7	1.9	-0.2	-6.9	23.4	-6.0	-1.9	-3.7	-1.5
COc1ccc(C[C@](C)(N)C(=O)O)cc1OC	3.8	-5.7	-18.7	3.0	-1.4	-4.8	3.7	-11.6	-27.6	13.9	0.6
O=C(Nc1nnc(-c2ccccc2Cl)s1)c1ccccc1F	-4.4	-74.7	6.4	/	-195.1	-4.4	9.9	-56.8	-35.2	-67.8	0.1
Cc1ccc(C(=O)CCC(=O)Nc2cccc(C(F)(F)F)c2)cc1C	-5.1	-4.4	3.7	-2.1	-36.7	/	0.2	14.6	6.0	-50.6	-7.8
Cc1ccc(CNC(=O)C2CCC(=O)N(Cc3cccc(F)c3)C2)s1 (configuration not stated)	-0.2	/	-4.8	/	-2.5	-4.6	16.1	-20.7	-3.5	-18.1	0.6
C=CCn1c(Cc2cccs2)nnc1SCC(=O)Nc1ccc(OC)c(OC)c1	-9.7	-10.1	-21.4	-3.5	19.8	-4.1	14.1	27.4	-12.5	13.8	6.1
COc1ccc(N2CCN(CC(O)COc3c(OC)cccc3OC)CC2)cc1 (configuration not stated)	2.8	7.8	12.1	-3.1	2.1	-2.0	-8.2	10.3	-17.0	13.9	-10.4
Cc1cccc([C@@H]2[C@@H]3C(=O)N(Cc4ccccc4)C(=O)[C@@H]3[C@]3(CC(C)C)C(=O)N(c4cccc(Cl)c4)C(=O)N23)c1	-3.9	0.0	15.7	1.1	14.2	-4.3	2.8	8.2	-6.5	0.9	-0.2
CCCCOc1cccc(C2C(C(=O)c3ccc(C)o3)=C(O)C(=O)N2c2nnc(C)s2)c1 (configuration not stated)	3.6	-1.3	8.6	/	12.6	-6.8	-3.1	18.3	-40.6	12.5	-25.8
Cn1c(NCCc2ccncc2)nc2cc(-c3ccsc3)sc2c1=O	-1.6	/	-14.5	/	-72.0	-4.8	3.8	3.8	-24.7	-29.5	5.2
CN(C)CCC(=O)N1c2ccccc2Sc2ccc(C(F)(F)F)cc21	2.0	-8.9	0.9	0.6	22.4	-1.8	3.5	3.5	-15.6	-1.5	11.5
CCOC(=O)CSc1nnc(Cc2ccc(OC)cc2)n1-c1ccccc1	0.1	-2.1	-5.6	1.4	-3.8	-4.3	-2.0	-3.6	-24.4	4.2	-7.6
COc1ccc(OC)c(NC(=O)CSc2nc(N)c(-c3ccccc3)c(=O)[nH]2)c1	-3.1	9.5	2.4	1.7	11.2	/	-42.6	-13.0	-6.1	11.6	-9.3
Cc1ccc2[nH]c(=O)c(CN(CC3CCCO3)S(=O)(=O)c3cccc4nsnc34)cc2c1 (configuration not stated)	-3.3	-5.6	2.0	-2.8	5.3	-5.8	0.8	-14.1	-36.2	21.0	-4.6
NS(=O)(=O)c1ccc(-c2ccc(/C=C3\SC(=S)N(C4CCS(=O)(=O)C4)C3=O)o2)cc1 (configuration not stated)	0.5	4.0	-33.3	8.2	23.5	-7.0	-3.9	-18.7	-5.2	23.4	-1.2
CCn1c(Cc2ccccc2)nnc1SCC(=O)NC1CCCC1	2.8	0.4	19.1	3.8	6.8	0.5	2.4	47.7	1.7	3.1	6.5
CN(C(=O)c1cccc(NC(=O)Cc2ccc(NC(=O)C3CCN(C(=O)C4CCCCC4)CC3)cc2)c1)C1CCCCC1	2.9	0.1	31.2	/	20.6	-9.9	-0.1	-19.2	-21.7	37.0	-17.7

No new results follow: entries from further up.
SMILES	PDI turbidity	TRPM1 prom inh	CF NFkB inh	NR2E3 ag-1	HIF-2a inh	CaV13 ICDI inh	Vif inh	Shn3 3UTR inh	NR2E3 ag-2	Peg3 promoter	KKLEB cytotox
Cc1ccc(CNC(=O)C2CCC(=O)N(Cc3cccc(F)c3)C2)s1 (configuration not stated)	-0.2	/	-4.8	/	-2.5	-4.6	16.1	-20.7	-3.5	-18.1	0.6
C=CCn1c(Cc2cccs2)nnc1SCC(=O)Nc1ccc(OC)c(OC)c1	-9.7	-10.1	-21.4	-3.5	19.8	-4.1	14.1	27.4	-12.5	13.8	6.1

Screens: PubChem, several laboratories
